Bioassay records from PubChem.
D1 PAM: human D1 dopamine receptor positive modulation; P21728; HEK293 TREx D1 cells, calcium flux, dopamine EC20 potentiation; potentiation, % at 10 µM; 0.036% of 360,000 active; in the data active = potentiation above about 30%; also: 0% is about no effect
Target sequence (P21728 whole entry, looked up): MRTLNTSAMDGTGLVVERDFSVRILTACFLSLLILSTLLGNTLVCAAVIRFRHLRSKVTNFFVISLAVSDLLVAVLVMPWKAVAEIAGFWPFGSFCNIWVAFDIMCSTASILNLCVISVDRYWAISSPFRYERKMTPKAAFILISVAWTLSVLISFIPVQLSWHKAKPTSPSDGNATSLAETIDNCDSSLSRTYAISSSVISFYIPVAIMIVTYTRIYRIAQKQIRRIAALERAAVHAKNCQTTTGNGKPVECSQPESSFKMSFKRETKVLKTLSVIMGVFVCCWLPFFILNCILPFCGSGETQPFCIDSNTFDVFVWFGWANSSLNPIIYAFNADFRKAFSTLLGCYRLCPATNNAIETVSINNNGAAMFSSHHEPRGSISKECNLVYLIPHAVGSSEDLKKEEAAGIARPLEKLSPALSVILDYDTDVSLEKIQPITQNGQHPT
RXFP1 antagonist: RXFP1 (human) relaxin receptor antagonism; HEK293-RXFP1, relaxin-stimulated cAMP HTRF, 30 min; stronger effect = lower value; activity change, negative = inhibition, % at 57.5 µM; 0.59% of 350,000 active; AID 1259400;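 active = activity change of -60% or lower, but not beyond a set lower limit; inconclusive = change between -60% and -40%, or beyond the set limit; inactive = change above -40%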; also: % is scaled to controls: 0 for no effect and ±100 for the full control effect
D2 potentiator: positive allosteric modulators of human D2 dopamine receptor; P14416; HEK293 T-REx D2, calcium flux, EC20 dopamine potentiation; potentiation, % at 10 µM; 0.34% of 340,000 active;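 active = potentiation over 3 SD above the plate norm, cut at about 30% in these data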; also: 0% is about no effect
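Tetracycline-induced Hek293 Trex D2 cells, force-coupled to calcium, loaded with no-wash calcium dye. Compound added with 180 s kinetic read for agonism, then EC20 dopamine and a further 180 s read for potentiation.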
D2 antag: antagonizes the human D2 dopamine receptor. HEK293 TREx D2 cells, calcium flux, dopamine EC80. P14416. AID 485344. 2% of 340,000 active. inhibition, % at 10 µM; in the data active = inhibition above about 30%; also: 0% is about no effect
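Dopamine at EC80 is the agonist stimulus; test compounds precede it by 180 s. Calcium flux read kinetically in a force-coupled, inducible HEK293 T-REx D2 cell line.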
D1 ag: human D1 receptor agonism. activation, % at 2 µM. P21728. HEK293 T-REx D1 cells, calcium flux, agonist mode. 1% of 360,000 active. AID 504660; in the data active = activation above about 30%; also: 0% is about no effect
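Agonism was scored from calcium flux recorded over 180 s (1 read/s) after pintool compound addition, following a 10-cycle baseline. Cells were inducible force-coupled HEK293 TREx D1, plated overnight at 30 C and loaded with no-wash calcium dye.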
D2 ag: agonists of human D2 dopamine receptor. HEK293 T-REx D2 cells, calcium flux agonist mode. P14416. activation, % at 2 µM. 0.53% of 340,000 active;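 active = activation over 3 SD above normal in the single-dose calcium agonist read, cut at about 30% in these data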; also: 0% is about no effect
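Agonism is scored from calcium flux in a force-coupled, inducible HEK293 cell line expressing D2, read kinetically for 180 s after compound addition against dopamine controls.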
TRHR enhancer: allosteric enhancers of human TRH receptor; P34981; TRHR cells, fluo-8 calcium fluorescence, EC20 TRH enhancement; enhancement, % at 2 µM; 0.66% of 360,000 active; AID 493056; in the data active = enhancement above about 30%; also: 0% is about no effect
Target sequence (P34981 whole entry, looked up): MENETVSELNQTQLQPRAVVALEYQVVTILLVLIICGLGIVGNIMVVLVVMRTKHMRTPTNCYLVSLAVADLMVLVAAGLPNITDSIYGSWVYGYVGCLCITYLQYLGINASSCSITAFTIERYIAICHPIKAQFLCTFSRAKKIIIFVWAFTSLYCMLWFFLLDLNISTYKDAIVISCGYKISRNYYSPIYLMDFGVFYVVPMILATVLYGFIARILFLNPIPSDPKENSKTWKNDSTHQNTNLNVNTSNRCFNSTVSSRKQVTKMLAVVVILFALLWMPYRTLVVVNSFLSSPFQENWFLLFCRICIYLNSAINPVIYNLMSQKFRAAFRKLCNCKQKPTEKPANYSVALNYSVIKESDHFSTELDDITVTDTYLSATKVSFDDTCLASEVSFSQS
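Enhancer read-out: after compound pinning and an initial kinetic agonist-mode read, an EC20 of TRH (10 nM final) was injected and fluo-8 calcium signal (Ex 480/Em 530) followed at 1 s/cycle for 100 cycles in TRHR-expressing cells.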
D1 antagonist: blocks dopamine activation of the human D1 receptor; HEK293 TREx D1 cells, calcium flux, dopamine EC80; stronger effect = lower value; activity change, negative = inhibition, % at 10 µM; 3.2% of 360,000 active; in the data active = activity change below about -30%; also: % is scaled to controls: 0 for no effect and ±100 for the full control effect
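After overnight tetracycline induction at 30 C, force-coupled D1 HEK293 cells took up a no-wash calcium dye at room temperature. Compounds were added and monitored 180 s, and the response to EC80 dopamine was then recorded.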
RXFP1 agonist: RXFP1 (human) receptor agonism | Potency, µM (titrated, usually from 57.5 µM), for inactives: at the top dose activation, actives largely listed as activators | AID 2676 | HEK293T-RXFP1 cAMP TR-FRET, 30 min; response scale: percent of porcine relaxin response, buffer zero | 0.3% of 370,000 active; active = well fitted activation curve with a large enough effect; inconclusive = small, poorly fitted or top-dose-only effect; also: potency is read from the fitted curve at half-maximal effect; % is scaled to controls: 0 for no effect and ±100 for the full control effect; nearly all actives have a fitted effect of over 60% in size; many of its hits are not listed in these tables
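cAMP rise read by TR-FRET after 30 min, 37C compound exposure (up to 58 uM) in RXFP1-transfected HEK293 cells with Ro 20174 present. EC50 from Hill-equation fits, with 29 nM porcine relaxin as 100% and buffer as basal.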
* hit, by the source's call; ? = inconclusive; . = not tested or not shown.

SMILES | D1 PAM | RXFP1 antagonist | D2 potentiator | D2 antag | D1 ag | D2 ag | TRHR enhancer | D1 antagonist | RXFP1 agonist
Cc1ccc(Cn2ccc(O)c(Cc3ccccc3)c2=O)cc1 | 2 | 0 | -2 | -9 | 4 | 5.1 | -1 | 0 | -1.5%
CCc1ccc(C(=O)COC(=O)CNC(=O)C2CCCCC2)cc1 | -5 | 13 | 1 | -2 | 4 | 1.0 | 3 | -8 | -0.5%
CCOc1ccc(-c2c(=O)n(OCC)c3ccccc3[n+]2[O-])cc1 | -4 | -3 | -2 | -19 | 1 | -0.3 | -6 | -7 | 3.1%
O=C(Cn1cccc1C(=O)c1ccccc1)NCc1ccccn1 | -3 | 1 | 3 | -6 | 1 | -0.4 | -10 | -1 | 2.0%
CCC(C)c1ccccc1N1CC(C(=O)NCCc2ccc(OC)c(OC)c2)CC1=O (configuration not stated) | 0 | 0 | 1 | -5 | 0 | 1.5 | -7 | 4 | -0.9%
O=C(O)c1ccc(N2CCCS2(=O)=O)cc1 | -6 | 1 | -1 | 34* | -1 | -0.4 | 4 | 2 | 15%
COc1ccc(/C=C/C(=O)Nc2ccccc2Cl)cc1S(=O)(=O)N1CCOCC1 | 0 | -4 | -2 | -5 | 1 | -0.8 | -5 | -12 | 6.2%
COc1cccc(OC)c1C(=O)Nc1ccc(N2CCCC2)cc1 | 10 | -7 | 15 | -2 | 0 | -1.1 | 10 | 3 | -1.5%
CCC(C(=O)NCc1ccco1)n1nc(C)n2c(cc3occc32)c1=O (configuration not stated) | -6 | 1 | -3 | -5 | 0 | 0.1 | 15 | -27 | 12%
Cc1cc(C)c2c(-n3cccc3)c(C(=O)NNS(=O)(=O)c3ccc(F)cc3)sc2n1 | -2 | 0 | 13 | -1 | 0 | 0.1 | 8 | 21 | 0.8%
CNC(=S)N/N=C/c1cccc(OCc2ccccc2F)c1 | -5 | -12 | -8 | 3 | 8 | -0.3 | -6 | -6 | 1.1%
O=S(=O)(Nc1cccnc1)c1cccc(Cl)c1 | -1 | -5 | -7 | 13 | 0 | -0.1 | -2 | . | 3.6%
COc1cc(CC(=O)OCC(=O)N2CC(C)CC(C)C2)cc(OC)c1OC (configuration not stated) | -5 | -2 | 9 | -17 | 10 | -0.5 | -5 | -8 | 0.6%
CC(=O)c1c(O)c(C)c(O)c2c1OC1=CC(=O)C(C(C)=O)C(=O)[C@@]12C (some centres not stated) | 2 | 3 | 1 | -10 | 4 | -0.3 | -2 | 8 | 6.6%
CC(C#N)(Nc1ccc(Cl)cc1)c1cccnc1 (configuration not stated) | -2 | . | 10 | -12 | 4 | 0.1 | 5 | 3 | 1.1%
Cc1ccc(Cl)cc1NC(=O)Cn1c(SCC(=O)NCc2ccccc2)nc2ccccc21 | 0 | . | -2 | . | 1 | . | -1 | 0 | 1.4%
CC(CNC(=O)C1CCCN(S(=O)(=O)N2CCOCC2)C1)c1ccccc1 (configuration not stated) | -2 | 2 | -5 | -12 | 1 | -0.3 | -2 | -9 | 1.9%
CC(=O)c1c(C)[nH]c(C(=O)Nc2c(C)n(C)n(-c3ccccc3)c2=O)c1C | 0 | -21 | 7 | -5 | 2 | 0.1 | 1 | -8 | 0.5%
Cc1nc(Nc2ccc(C(=O)O)cc2)nc(Nc2ccc(C(=O)O)cc2)c1[N+](=O)[O-] | -1 | 2 | 0 | -16 | -1 | 3.0 | -4 | 15 | 1.8%
CCc1ccc(Oc2nc3c(C)cccn3c(=O)c2/C=C(\C#N)c2nc3ccccc3s2)cc1 | -1 | -4 | . | . | 5 | 0.8 | 16 | -7 | 2.2%
Nc1c(C(=O)N/N=C/c2ccc(F)cc2)oc2nc(-c3ccccc3)cc(-c3ccco3)c12 | -5 | -23 | -10 | . | 3 | -0.4 | 0 | 1 | 25%
Cc1ccc(Nc2nc(N)c3ccccc3n2)cc1Cl | -12 | -8 | 5 | -10 | 2 | 0.1 | 6 | -25 | 0.9%
COc1ccc(NC(=O)c2ccc(S(=O)(=O)N3CCCCC3)cc2)c(OC)c1 | 1 | -14 | 0 | 19 | -3 | -0.4 | -3 | -2 | -3.3%
O=C1CC(=O)C(n2cncn2)C(c2ccc(Cl)cc2Cl)C1 (configuration not stated) | 1 | -16 | . | . | 2 | . | 3 | 1 | -0.1%
O=C(NCCCCCCNC(=O)c1ccncc1)c1ccncc1 | -4 | 8 | 0 | -12 | 1 | 1.0 | 6 | 3 | 0.4%

Whole records as entered above. Screens in order: D1 PAM, RXFP1 antagonist, D2 potentiator, D2 antag, D1 ag, D2 ag, TRHR enhancer, D1 antagonist, RXFP1 agonist
O=C(NCCCCCCNC(=O)c1ccncc1)c1ccncc1 as listed: -4, 8, 0, -12, 1, 1.0, 6, 3, 0.4%
CC(=O)c1c(C)[nH]c(C(=O)Nc2c(C)n(C)n(-c3ccccc3)c2=O)c1C as listed: 0, -21, 7, -5, 2, 0.1, 1, -8, 0.5%

Next section:
SMILES | D1 PAM | RXFP1 antagonist | D2 potentiator | D2 antag | D1 ag | D2 ag | TRHR enhancer | D1 antagonist | RXFP1 agonist
CSc1ccc(S(=O)(=O)NCC(=O)OCC(=O)N(C)Cc2ccccc2)cc1[N+](=O)[O-] | -6 | 1 | 1 | 12 | 14 | -1.4 | 0 | -23 | 2.4%
O=C(Nc1cccc2cccnc12)C(Cl)(Cl)Cl | -5 | . | . | . | 2 | . | -2 | -6 | .
Clc1ccccc1-c1nc2nc3ccccc3nc2n1-c1ccc2c(c1)OCO2 | 0 | -26 | 2 | -14 | 4 | -1.0 | 15 | -20 | -0.7%
COc1ccccc1NC(=O)c1ccc(S(=O)(=O)NCc2ccco2)cc1 | -6 | -6 | 12 | 4 | 1 | -1.1 | -8 | -16 | 1.5%
CCOC(=O)CSc1nc(C(C)C)nc2sc(C)c(C)c12 | -1 | -60* | -1 | 2 | 4 | 1.0 | 7 | 12 | 0.1%
CC(=O)c1ccc(C(=O)N2CCCC(CO)(Cc3ccccc3C)C2)s1 (configuration not stated) | -4 | -9 | -2 | -17 | 8 | 0.6 | 15 | -12 | 1.6%
CC(NC(=O)C1CCC(CNc2c(N3CCOCC3)c(=O)c2=O)CC1)c1ccccc1 (configuration not stated) | -6 | . | -7 | 4 | 2 | -1.2 | 21 | 3 | 0.0%
c1ccc(-c2nc(N3CCCC3)nc3ccccc23)cc1 | 2 | -14 | -15 | 24 | 1 | 0.0 | -6 | 1 | 2.4%
CC1(C)Cc2c(sc(NC(=O)c3ccc4ncsc4c3)c2C(N)=O)C(C)(C)N1 | 0 | -6 | 5 | 4 | 2 | -1.2 | 44* | 1 | 8.6%
COCC(=O)NCCc1nc2ccccc2[nH]1 | -6 | 0 | 7 | -2 | 2 | 0.0 | -4 | -1 | -0.1%
CC(=O)c1cc(C#N)c(N2CCN(c3ccccc3)CC2)nc1C | -10 | 22 | -3 | 3 | 4 | 1.4 | -2 | -43* | ?
Clc1cccc(N/N=C(\Cc2nc3ccccc3[nH]2)c2ccccc2)c1 | -2 | . | -1 | . | 3 | . | 0 | -4 | 0.3%
CCOC(=O)c1cc2ccccc2nc1C | -3 | 4 | 2 | -8 | 32* | -0.3 | -3 | -9 | -0.7%
CCc1nnc(NC(=O)CSc2nnc(COc3ccccc3C)o2)s1 | 4 | -2 | -12 | 28 | 1 | -0.2 | -6 | 0 | 0.6%
Cc1ccc(-n2cc(C(=O)c3ccc4ccccc4c3O)cn2)cc1 | 0 | 0 | 9 | 0 | 3 | 0.4 | -3 | -9 | -2.9%
CCC(C)(C)NC(=O)C(c1ccccc1F)N(Cc1ccco1)C(=O)Cn1nnc2ccccc21 (configuration not stated) | 2 | -1 | 0 | 2 | 5 | -0.6 | 0 | 2 | 2.9%
CNC(=S)N/N=C(\C)c1ccc(N2CCOCC2)cc1 | -7 | -8 | 1 | -9 | 2 | -0.1 | 22 | -22 | -0.7%
COC(=O)c1c(C)[nH]c(C(=O)NCCc2ccc(S(N)(=O)=O)cc2)c1C | 0 | 2 | . | . | 5 | . | 0 | 2 | 0.4%
Cc1cc(=O)oc2cc(OCC(=O)NC3CCCC3)ccc12 | -6 | . | 31* | -24 | 2 | -0.2 | -1 | -13 | 5.8%
CCN(CC)S(=O)(=O)c1ccc(C)c(NC(=O)COC(=O)CCC(=O)c2cccs2)c1 | -1 | -7 | -8 | 0 | 5 | 0.0 | -5 | -18 | 3.2%
Cc1ccc(CNC(=O)CN(C)S(=O)(=O)c2ccc(Br)s2)cc1 | 8 | -4 | -5 | . | 1 | -0.2 | -1 | 4 | 4.2%
Cn1nc(Oc2nc(N3CCOCC3)nc(N3CCOCC3)n2)ccc1=O | -4 | -3 | -6 | -7 | 1 | 0.2 | 0 | 11 | 0.0%
COc1cccc(NC(=O)/C(C#N)=C/c2c(C)n(Cc3ccccc3)c3ccccc23)c1 | -1 | -2 | -2 | . | 20 | 2.8 | -1 | -1 | 1.1%
CN1CCN(c2ccccc2NC(=O)Cn2ncc3c([nH]c4ccccc43)c2=O)CC1 | 4 | -1 | -9 | -8 | 0 | 0.2 | 5 | 21 | 3.2%
Fc1ccc(CSc2nnc(-c3cccs3)o2)cc1 | -4 | 1 | 6 | -5 | 10 | -2.9 | 14 | -6 | 3.0%
O=C(Nc1ccccc1N1CCOCC1)c1ccc([N+](=O)[O-])o1 | 1 | -1 | 10 | 12 | 0 | -0.3 | -8 | 7 | 7.4%
CCOc1ccc(CCNC(=O)c2cc3c(s2)CS(=O)(=O)C3)cc1OCC | -4 | 43 | -6 | 21 | 8 | 1.1 | 2 | -6 | 4.3%
Cn1[nH]c(=O)c2ccccc2c1=O | 0 | -4 | -2 | -4 | 2 | -0.1 | -3 | 2 | 0.1%
CC(=O)Nc1ccccc1OCC(=O)c1ccc2c(c1)OCO2 | 0 | -2 | 9 | -15 | 4 | 0.1 | 9 | 0 | -0.9%
CC(Oc1cccc(Cl)c1)C(=O)N1CCCN(C)CC1 (configuration not stated) | 1 | -4 | 1 | 6 | 2 | 1.0 | -2 | 12 | -2.2%

Results in D2 ag, D1 PAM and D2 antag, for some of the entries so far:
| Molecule | D2 ag | D1 PAM | D2 antag |
| --- | --- | --- | --- |
| Fc1ccc(CSc2nnc(-c3cccs3)o2)cc1 | -2.9 | -4 | -5 |
| CCN(CC)S(=O)(=O)c1ccc(C)c(NC(=O)COC(=O)CCC(=O)c2cccs2)c1 | 0.0 | -1 | 0 |
| c1ccc(-c2nc(N3CCCC3)nc3ccccc23)cc1 | 0.0 | 2 | 24 |
| CC(NC(=O)C1CCC(CNc2c(N3CCOCC3)c(=O)c2=O)CC1)c1ccccc1 (configuration not stated) | -1.2 | -6 | 4 |
| Cn1[nH]c(=O)c2ccccc2c1=O | -0.1 | 0 | -4 |

2 consecutive compounds from above, for reference:
SMILES | D1 PAM | RXFP1 antagonist | D2 potentiator | D2 antag | D1 ag | D2 ag | TRHR enhancer | D1 antagonist | RXFP1 agonist
CC(=O)Nc1ccccc1OCC(=O)c1ccc2c(c1)OCO2 | 0 | -2 | 9 | -15 | 4 | 0.1 | 9 | 0 | -0.9%
CC(Oc1cccc(Cl)c1)C(=O)N1CCCN(C)CC1 (configuration not stated) | 1 | -4 | 1 | 6 | 2 | 1.0 | -2 | 12 | -2.2%

A portion of the library. The share of hits here may be higher or lower than overall.
